High-throughput results from PubChem.
FBA Mtb inh: Mtb FBA enzyme inhibitors, primary screen, biochemical, fluorescence, strain H37Rv | Fructose-bisphosphate aldolase (Mycobacterium tuberculosis (strain ATCC 25618 / H37Rv)), … | purified M. tuberculosis FBA, fluorescence read-out | inhibition, % at 1 µM | hit rate 2.3% among 360,000; in the data active = inhibition above about 27%;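 also: 0% = vehicle and 100% = reference inhibitor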
MazEF act: activators of E. coli MazEF toxin-antitoxin RNase, primary screen, biochemical, fluorescence, uHTS. activation, % at 20 µM. Endoribonuclease toxin MazF (Escherichia coli (strain K12)), P0AE70. hit rate 0.32% among 350,000. FAM/BHQ RNA-DNA oligo cleavage fluorescence, 5 h; in the data active = activation above about 50%
Target sequence (P0AE70 whole entry, looked up): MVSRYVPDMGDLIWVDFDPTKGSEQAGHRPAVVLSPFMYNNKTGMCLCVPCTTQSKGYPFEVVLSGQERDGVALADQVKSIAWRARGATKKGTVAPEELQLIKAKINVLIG
BioA inh: M. tuberculosis BioA enzyme inhibitors, primary screen, biochemical, plate reader, single point, HTS | hit rate 0.096% among 360,000 | 7,8-diaminopelargonic acid synthase BioA (Mycobacterium tuberculosis) | purified M. tuberculosis BioA enzyme | inhibition, % at 9.99 µM; in the data active = inhibition above about 40%; inconclusive = no clear call, values can overlap the other calls
Rv3671c protease: Rv3671c serine protease inhibitors, primary screen, biochemical, fluorescence polarization, M. tuberculosis H37Rv | inhibition, % at 5.96 µM | P9WHR9 | hit rate 0.048% among 320,000; in the data active = inhibition above about 38%;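 also: extracellular domain of Rv3671c used as enzyme; 0% = enzyme with DMSO and 100% = no enzyme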
Target sequence (P9WHR9 whole entry, looked up, the tested form may be a part): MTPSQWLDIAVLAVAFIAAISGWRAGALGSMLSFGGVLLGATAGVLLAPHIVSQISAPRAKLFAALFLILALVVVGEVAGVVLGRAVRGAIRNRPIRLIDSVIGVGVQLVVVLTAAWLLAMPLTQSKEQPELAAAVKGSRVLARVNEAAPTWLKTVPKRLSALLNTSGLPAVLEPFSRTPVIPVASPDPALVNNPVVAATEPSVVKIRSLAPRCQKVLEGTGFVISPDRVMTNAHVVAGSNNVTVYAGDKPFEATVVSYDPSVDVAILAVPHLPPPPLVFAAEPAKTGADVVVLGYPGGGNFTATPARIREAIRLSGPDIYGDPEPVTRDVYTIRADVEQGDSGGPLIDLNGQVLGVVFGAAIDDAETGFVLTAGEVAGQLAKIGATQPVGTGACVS
GDH-TPI counter: GDH-TPI coupling enzyme inhibitors, primary screen, artefact control for M. tuberculosis FBA inhibitor project, biochemical, absorbance, full deck; inhibition, % at 4.8 µM; GDH-TPI coupled enzyme counterscreen, NADH absorbance; hit rate 1.2% among 360,000; in the data active = inhibition above about 30%;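 also: 0% = DMSO wells and 100% = wells lacking the enzyme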
UGM FP inh: M. tuberculosis UGM enzyme inhibitors, primary screen, biochemical, fluorescence polarization, single point; UDP-galactopyranose mutase (Mycobacterium tuberculosis (strain ATCC 25618 / H37Rv)), …; hit rate 0.06% among 320,000; AID 504406, 2011; inhibition, % at 10 µM; purified UGM, fluorescence polarization probe displacement; in the data active = inhibition above about 10%, passing the limit was not always enough; inconclusive = no clear call, values can overlap the other calls
Target sequence (P9WIQ1 whole entry, looked up): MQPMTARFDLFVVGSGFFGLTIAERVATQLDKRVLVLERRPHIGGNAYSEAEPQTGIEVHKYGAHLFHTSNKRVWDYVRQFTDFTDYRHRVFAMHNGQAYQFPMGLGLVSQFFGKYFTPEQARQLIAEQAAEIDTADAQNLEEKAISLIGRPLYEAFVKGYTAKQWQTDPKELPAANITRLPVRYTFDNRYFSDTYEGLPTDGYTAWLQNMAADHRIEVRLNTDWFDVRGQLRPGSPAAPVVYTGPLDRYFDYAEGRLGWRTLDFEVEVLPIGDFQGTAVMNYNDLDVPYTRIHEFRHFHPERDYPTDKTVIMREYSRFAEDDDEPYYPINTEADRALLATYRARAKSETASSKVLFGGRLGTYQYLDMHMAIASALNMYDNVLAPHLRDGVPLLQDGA
BoNT F protease: BoNT/F light chain protease inhibitors, primary screen, biochemical, flow cytometry, MLPCN library; Botulinum neurotoxin type F light chain protease (Clostridium botulinum); Multiplex microsphere protease cleavage assay; inhibition, % at 10 µM; hit rate 0.22% among 360,000; in the data active = inhibition above about 35%, passing the limit was not always enough; inconclusive = no clear call, values can overlap the other calls; also: plate controls were buffer without enzyme for full effect and enzyme alone for no effect
FadD28 binding: inhibitors of FadD28 bisubstrate probe binding, primary screen, biochemical, fluorescence polarization, single point; inhibition, % at 12.5 µM; Mycobacterium tuberculosis FadD28 fatty-acid-AMP ligase; AID 588549, 2011; hit rate 0.22% among 360,000; in the data active = inhibition above about 8.5%, passing the limit was not always enough; inconclusive = no clear call, values can overlap the other calls
PrPC surface inh: inhibitors of human cell surface prion protein PrPC, primary screen, cell-based, TR-FRET; Major prion protein (Homo sapiens), P04156; TR-FRET read-out; inhibition, % at 13.8 µM; hit rate 0.43% among 370,000; AID 720596, 2013; in the data active = inhibition above about 24%; also: 0% = median of the test wells and 100% = reference compound wells
* hit, by the source's call; ? = inconclusive; / = no result given.

A first look (4 entries):
SMILES	FBA Mtb inh	MazEF act	BioA inh	Rv3671c protease	GDH-TPI counter	UGM FP inh	BoNT F protease	FadD28 binding	PrPC surface inh
Cc1cc(C)n(Cc2ccc(C(=O)NCc3ccco3)o2)n1	2	1	0.4	3	0	0.5	-3	-0.7	0
O=C(NCc1ccncc1)Nc1ccccc1F	0	9	/	5	11	-1.0	-1	-0.4	-3
CN(CCCN1CCCCC1)C(=O)CCc1nnc(C2CCCCC2)o1	1	1	0.0	-2	-3	0.1	7	-0.5	-8
Cc1nonc1OC(C)CNc1ccc([N+](=O)[O-])cc1 (stereo unspecified)	0	4	2.2	0	6	-2.5	-3	-2.2	-6

All compounds of this part, from the first entry:
SMILES	FBA Mtb inh	MazEF act	BioA inh	Rv3671c protease	GDH-TPI counter	UGM FP inh	BoNT F protease	FadD28 binding	PrPC surface inh
Cc1cc(C)n(Cc2ccc(C(=O)NCc3ccco3)o2)n1	2	1	0.4	3	0	0.5	-3	-0.7	0
O=C(NCc1ccncc1)Nc1ccccc1F	0	9	/	5	11	-1.0	-1	-0.4	-3
CN(CCCN1CCCCC1)C(=O)CCc1nnc(C2CCCCC2)o1	1	1	0.0	-2	-3	0.1	7	-0.5	-8
Cc1nonc1OC(C)CNc1ccc([N+](=O)[O-])cc1 (stereo unspecified)	0	4	2.2	0	6	-2.5	-3	-2.2	-6
Cc1c(Cl)cccc1N1C(=O)CC(N(O)c2ccccc2)C1=O (stereo unspecified)	0	1	-0.5	-6	2	-0.3	-7	-3.7	2
CCOC(=O)[C@H]1[C@H]2COc3cc(OC)ccc3[C@@H]2N2C(=O)CN(Cc3ccc(C)cc3)C(=O)[C@@]12C	-1	5	-4.0	-13	4	2.9	-1	-3.9	5
Cc1ccccc1CN1CCN(C(=O)c2cccc3ccccc23)CC1	0	6	12	4	-8	-0.8	?	-1.5	5
O=C(CSc1ncc(S(=O)(=O)c2ccccc2)c(=O)[nH]1)Nc1ccccc1Cl	-1	-1	/	6	-3	-4.7	-4	-3.8	-3
COc1ccc(OC2CCN(C(=O)Nc3ccc(C)cc3)CC2)cc1	5	-2	-0.9	5	8	0.7	16	-2.6	11
O=C(N/N=C/c1ccc(Br)cc1)c1cc[n+]([O-])cc1	1	-24	-6.6	4	18	3.1	-1	0.7	2
Cc1ccccc1-n1nc(C)c2cc(C(=O)N3CCOCC3)sc21	-1	0	-1.1	3	5	0.3	1	-2.5	4
CC(=O)Nc1nc(C)cs1	9	-4	0.2	-5	3	-3.2	4	-1.1	-7
CCc1ccc(NC(=S)NC(=O)CC(C)C)cc1	-2	1	/	-3	-5	-1.2	-3	-4.6	5
COc1ccc(N2CCN(Cc3nc4ccccc4c(=O)[nH]3)CC2)cc1	2	8	-1.8	5	-8	0.4	-9	-1.0	-3
COCOCCn1cc(CN2CCS(=O)(=O)N(Cc3ccc(-c4ccc(Cl)c(Cl)c4)cc3)C(C)C2=O)nn1 (stereo unspecified)	1	22	-2.3	/	2	/	0	-2.7	6
Cc1ccc(CNC(=O)CSc2nc(=O)n3cccc(C)c3n2)cc1	8	2	-1.0	-5	12	1.2	3	-0.3	-4
CCCCCOCC1CC(C/C(C)=N/NC(N)=O)(C(=O)OCC)C(=O)O1 (stereo unspecified)	1	4	-0.3	-1	-5	2.4	?	-2.4	7
CC(=O)c1cccc(NC(=S)Nc2ccc(F)cc2)c1	0	2	-0.1	-1	5	-2.2	-4	0.3	-1
CCOc1ccc(S(=O)(=O)NC2CCCCCC2)cc1	0	-2	/	2	2	0.3	-12	0.8	1
CCCCOCCOCCOCCCC	0	3	1.8	2	-2	1.0	-3	-4.9	7
CCCC(=O)NC(c1cccc([N+](=O)[O-])c1)c1ccc2cccnc2c1O (stereo unspecified)	-2	4	-1.7	/	8	/	3	-1.6	13
CCc1cc(=O)oc2c(C)c(OCC(=O)NCCN3CCOCC3)ccc12	18	-3	-3.0	-7	7	-0.9	-13	-0.7	0
COc1cccc(Cn2nc3c4cc(F)ccc4n(Cc4ccc(F)cc4)cc-3c2=O)c1	1	-7	-1.7	-2	-3	0.5	-16	-1.8	-5
CCc1ccccc1NC(=O)CN1CCN(C(=O)COc2ccccc2C#N)CC1	-3	1	2.0	4	1	0.9	0	-3.3	5
O=C(Nc1c(O)c2ccccc2[nH]c1=O)c1ccco1	2	5	-3.6	7	4	-1.2	2	-0.1	1
COCCn1c(C)cc(C(=O)CSc2nncn2-c2ccccc2)c1C	1	-4	-1.5	1	1	-1.5	0	-1.8	-7
CCCCN(C(=O)CSCC(=O)Nc1ccc(OC)cc1)c1c(N)n(CCC)c(=O)[nH]c1=O	0	3	-0.9	-5	4	-1.1	?	1.2	5
Cc1cc(C)n(-c2ccc(S(=O)(=O)N3CCCC3)cc2[N+](=O)[O-])n1	7	12	0.6	9	-3	1.6	1	1.9	-6
CN(CC(=O)Nc1ccc(S(=O)(=O)N(C)C)cc1)Cc1ccc(C(F)(F)F)cc1	3	5	-0.8	-3	-5	-2.4	-2	-10	2
CC(=O)N1CCC2(CC1)CC(=O)c1cc(OCC(=O)N3CCC4(CC3)OCCO4)ccc1O2	58*	2	/	-6	9	6.3	-2	-2.8	5
C[n+]1cccc2ccc3c(c21)OC(N)=C(C#N)C3c1ccccc1 (stereo unspecified)	1	-2	8.7	-5	3	-1.3	-81	-3.1	-30
Cc1ccc(C(c2nnnn2Cc2cccs2)N2CCN(C(=O)c3ccco3)CC2)cc1 (stereo unspecified)	5	3	1.3	6	7	2.8	10	-0.1	-3
CCCSc1cc(=O)n(-c2ccc(F)cc2)nc1C(=O)OCC	1	6	/	0	8	-3.8	-4	-2.1	-3
CC(=O)c1sc(NC(=O)C2CCCN2S(=O)(=O)c2ccccc2F)nc1C (stereo unspecified)	4	2	-7.3	2	18	/	-7	-0.7	4
c1ccc(C(CN2CCOCC2)c2ccccc2)cc1	1	0	0.7	6	1	-1.6	6	-3.6	3
Cc1ccnc(-n2c(C)cc(/C=N/NC(=O)COc3cccc4cccnc34)c2C)c1	0	16	/	-2	10	-0.9	?	-0.9	-6

Entries listed so far that have a cyano group, in the order listed:
SMILES	FBA Mtb inh	MazEF act	BioA inh	Rv3671c protease	GDH-TPI counter	UGM FP inh	BoNT F protease	FadD28 binding	PrPC surface inh
CCc1ccccc1NC(=O)CN1CCN(C(=O)COc2ccccc2C#N)CC1	-3	1	2.0	4	1	0.9	0	-3.3	5
C[n+]1cccc2ccc3c(c21)OC(N)=C(C#N)C3c1ccccc1 (stereo unspecified)	1	-2	8.7	-5	3	-1.3	-81	-3.1	-30

The results go on:
SMILES	FBA Mtb inh	MazEF act	BioA inh	Rv3671c protease	GDH-TPI counter	UGM FP inh	BoNT F protease	FadD28 binding	PrPC surface inh
CCCN1C(=O)c2cc(C(=O)Nc3ccccc3OC)ccc2C1Nc1ccccc1OC (stereo unspecified)	1	2	/	-4	8	-1.5	8	-1.8	0
CC1(C)Cc2cccc(OCC(=O)OCC(=O)NCc3ccccc3)c2O1	3	3	-0.6	-3	8	4.0	-15	-0.1	4
O=C(Cc1ccccc1)NN1C(=O)/C(=C/c2ccccc2C(=O)O)SC1=S	2	-2	1.6	4	15	3.0	-4	-1.7	3
O=[N+]([O-])c1ccccc1S(=O)(=O)Nc1ncccn1	-2	3	-1.4	1	5	0.2	-5	-1.6	-19
NC(=O)C1CCN(S(=O)(=O)c2cccc(S(=O)(=O)N3CCCCC3)c2)CC1	2	1	0.1	10	4	-0.3	6	-2.0	5
O=C(CCN1CCC2CCC(C2)C1)c1ccc(F)cc1 (stereo unspecified)	1	0	-1.2	/	1	/	4	0.4	4
CCCn1nnnc1NCc1cccc(OC)c1OC	5	1	0.6	2	-1	3.7	0	3.4	-2
CCCCC/C(=N\O)c1c[nH]c2ccccc12	2	4	1.4	2	0	0.0	5	2.2	7
O=C(CSc1ncn[nH]1)c1ccco1	-2	1	-4.5	5	1	0.2	-5	-0.2	-2
COc1ccc(NC2CCCN(C(=O)c3csc(C(C)C)n3)C2)cc1 (stereo unspecified)	0	8	9.1	4	-2	3.3	2	-1.1	6
O=C(c1cc2ccccc2[nH]1)N(Cc1cccnc1)CC1CCCN(C2CCCCC2)C1 (stereo unspecified)	-1	14	2.5	-3	-7	0.1	-3	-2.4	-11
O=C(Nc1ccc(-c2nc3ccccc3o2)cc1)C1CCCO1 (stereo unspecified)	34*	-1	-0.8	5	18	-1.5	3	-5.3	4
CC(=O)Nc1c(-c2ccccc2Cl)c(=O)c2ccccc2n1C	2	8	-0.7	-8	13	-0.2	11	-0.9	7
Cc1ccc(NC(=O)CCNC(=O)c2ccccc2Cl)cc1S(=O)(=O)N1CCCCCC1	-1	-5	4.8	-6	-1	3.0	-2	-3.9	-3
CC(C)C(=O)NC(=S)NCC(=O)c1ccccc1	1	0	1.2	-3	0	1.6	17	-0.8	4
Cc1cccc(N2C(=O)C(Cc3ccccc3)NC2=S)c1 (stereo unspecified)	-2	1	/	1	-3	3.3	-4	-3.1	4
COc1ccc(CC(=O)Nc2nc(C)cs2)cc1OC	2	0	1.5	-1	2	0.7	?	-2.8	15
Cc1cc(N/C=C(\C#N)S(=O)(=O)c2ccc(Cl)cc2)nc(C)n1	-1	-2	/	-5	-1	-2.5	?	-1.2	8
COCCN(C(=O)C1CCCC1)c1c(N)n(Cc2ccccc2)c(=O)[nH]c1=O	1	4	0.0	-6	-2	-3.4	-1	-1.8	4
CC(=O)Nn1c(-c2ccccc2)cc2ccccc21	20	-1	-1.1	4	-6	-0.5	6	-2.4	-13
NC(=O)C1CCCN(Cc2ccc3ccccc3c2)C1 (stereo unspecified)	1	14	-1.5	-4	-8	-3.4	?	0.8	0
CC1(c2ccc([N+](=O)[O-])c(CS(=O)(=O)c3ccccc3)c2)OCCO1	0	4	/	-8	11	0.0	-4	-2.8	-14
COC(=O)c1cccc(NC(=O)CCN2C(=O)C3CC=CCC3C2=O)c1 (stereo unspecified)	3	6	0.8	-7	-9	-0.7	-7	-4.6	0
CSc1cccc(NC(=O)c2cnccn2)c1	0	5	19	0	8	-0.2	2	-1.0	0
C/C(=N\NC(=O)C12CCC(C)(C(=O)O1)C2(C)C)c1ccccc1O (stereo unspecified)	0	7	-0.1	1	6	1.7	1	-0.5	-11
COc1cc2sc3ccc(-c4ccc(N(C)C)nc4)cc3c(=O)c2cc1OC	/	-2	/	-18	/	2.0	/	/	-8
O=C(N/N=C/c1cccnc1)c1cc2c(ccc3ccccc32)o1	7	-13	-0.1	-7	32*	0.5	2	-4.9	-6
Cc1ccc(NC(=O)CCn2nnc3ccccc32)c(C)c1	4	5	/	-1	-6	0.3	0	-0.3	3
Cc1ccc(N2C(=O)NC(=O)/C(=C\c3cc(C)n(-c4ccc(C(=O)O)cc4)c3C)C2=O)cc1	2	-7	-0.8	-5	6	-0.9	-29	1.3	2
Cc1ccc(NC(=O)CNCC2CCCCC2)cc1S(=O)(=O)N(C)C	0	-3	/	4	4	-0.1	/	-1.4	-5
CC(=O)Nc1ccc(Oc2nc(-c3ccccn3)nc3ccccc23)cc1	2	5	/	-2	-1	0.2	8	-3.1	-10
Cc1ccc(C(=O)Nc2ccccc2N2CCOCC2)cc1S(=O)(=O)N1CCOCC1	0	5	-0.1	-1	8	0.3	-15	0.0	-9
Cn1cc(/C=C/C(=O)N2CCCC(C(=O)c3cccc4ccccc34)C2)cn1 (stereo unspecified)	-1	6	4.3	6	13	/	2	-3.0	-3
COc1ccc(C(=O)N2N=C(c3cccs3)CC2c2ccccc2O)cc1 (stereo unspecified)	3	-1	-1.8	-4	25	-4.2	2	-4.7	-6
